Assay outcomes: PubChem BioAssay, several laboratories
NOD2-RIPK2 inh: blocks binding of human NOD2 to RIPK2 | O43353 | AID 624267 | 0.38% of 360,000 active | CHO BLA complementation NOD2-RIPK2, CCF4 ratio | inhibition, % at 4.98 µM; in the data active means inhibition above about 21%;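 further: 0% = vehicle only and 100% = reference blocker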
Vif inh: HIV Vif inhibition | 0.35% of 340,000 active | HEK293T cells, Vif self-association by quenched fluorescence, imaging, 24 h | inhibition, % at 7.49 µM | AID 602346; in the data active means inhibition above about 50%, passing the limit was not always enough; further: some results filed as inactive read as strong as hits
Exocytosis inh: blocks lytic granule exocytosis; TALL-104 LAMP-1 surface exposure, flow cytometry; cells stimulated with thapsigargin and PMA; inhibition, % at 10 µM; 0.66% of 360,000 active;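 active means inhibition above about 55%, limit read from the data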
N-glyco inh: N-linked glycosylation inhibition | D54 ERlucT glycosylation luciferase reporter, 24 h; percent of 100 nM tunicamycin response | reporter increase, % at 12.5 µM | 0.23% of 360,000 active | AID 588692;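 active means mean luciferase reporter signal, scaled so untreated is 0 and the glycosylation-blocking control 100, at or above a set limit in every replicate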;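 further: luciferase carries N-glycosylation sites so blocking glycosylation raises the light; 0% = median of neutral control wells and 100% = median of 100 nM tunicamycin wells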
TLR9-MyD88 block: blocks human TLR9 binding to MyD88; inhibition, % at 4.98 µM; CHO BLA complementation TLR9-MyD88, CCF4 FRET ratio; 0.21% of 340,000 active; Q9NR96+Q99836;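 active means inhibition above the mean over all tested compounds plus 3 SD, cut at about 21% in these data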;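 further: 0% = DMSO only wells and 100% = clavulanate BLA inhibitor control wells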
MC4R antagonist: human MC4R antagonism in cAMP assay | 0.48% of 360,000 active | MC4R-expressing cells, MTII-stimulated cAMP, LANCE TR-FRET | P32245 | inhibition, % at 6.5 µM;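 active means inhibition above its plate's cutoff, the mean of tested wells on that plate plus 3 SD, cut at about 29% in these data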;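 further: 0% = Melanotan II alone and 100% = Melanotan II plus saturating MCL0020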
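Assay system: human MC4R-expressing U2OS cells; reagent: Melanotan II stimulation of cells; dosing: 6.5 µM single dose; timing: compound 30 min, challenge 1 h, detection 1 h; signal: TR-FRET cAMP assay; replicates: one well per compound, no replicates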
aDG glyco act: increases alpha dystroglycan glycosylation; 0.22% of 360,000 active; AID 624168; activation, % at 10 µM; Pro5-aDG cells, alpha-DG glycosylation AlphaScreen (IIH6); 0% Pro5, 100% B10-LARGE cell signal;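 active means activation of at least 8% versus controls, or a plate z-score of at least 8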;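 further: Pro5 are CHO cells carrying HIG-tagged alpha-DG that lacks glycosylation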
MC4R ag barr: activates human MC4R beta-arrestin recruitment. P32245. U2OS MC4R beta-arrestin complementation, luminescence; percent of melanotan II response, DMSO zero. activation, % at 8.9 µM. 0.98% of 360,000 active. AID 540308;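 active means activation above a per-plate cutoff, the mean activation of sample wells on that plate plus 3 SD, cut at about 8% in these data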
ABCB6 inh 2: human ABCB6 transporter inhibition. K562-ABCB6 porphyrin accumulation, flow cytometry, 1 h; hits give low values. fluorescence ratio to DMSO, % at 10 µM. 0.19% of 360,000 active. AID 602162;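 active means fluorescence ratio to DMSO below 75%, the collection mean minus 3 SD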;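 further: signal is porphyrin accumulated inside mitochondria; 100% equals median channel fluorescence of DMSO control wells; lower ratio means ABCB6 inhibition with less porphyrin fluorescence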
ABHD5-PLIN5 inh: inhibitors of human ABHD5-perilipin-5 interaction; AID 602281; Split G. princeps luciferase complementation, luminescence, 4 h; 0.78% of 360,000 active; Q00G26+Q8WTS1; inhibition, % at 4 µM;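 active means inhibition above the mean inhibition across every tested compound plus 3 SD, cut at about 22% in these data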;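 further: 0% = DMSO only wells and the 100% control is not disclosed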
Target sequence (Q00G26 whole entry, looked up): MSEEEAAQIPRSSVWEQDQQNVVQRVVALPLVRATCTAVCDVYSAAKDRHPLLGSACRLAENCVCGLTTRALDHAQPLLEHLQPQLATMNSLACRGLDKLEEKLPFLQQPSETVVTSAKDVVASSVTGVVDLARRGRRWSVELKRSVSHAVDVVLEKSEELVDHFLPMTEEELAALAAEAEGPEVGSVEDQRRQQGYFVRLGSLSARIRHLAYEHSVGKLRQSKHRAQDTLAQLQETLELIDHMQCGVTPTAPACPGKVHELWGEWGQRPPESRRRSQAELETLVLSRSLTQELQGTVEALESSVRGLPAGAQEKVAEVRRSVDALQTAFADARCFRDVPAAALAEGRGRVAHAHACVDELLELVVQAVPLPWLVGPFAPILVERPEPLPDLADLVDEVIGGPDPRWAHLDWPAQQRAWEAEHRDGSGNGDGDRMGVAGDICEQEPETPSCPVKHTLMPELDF
Target sequence (Q8WTS1 whole entry, looked up): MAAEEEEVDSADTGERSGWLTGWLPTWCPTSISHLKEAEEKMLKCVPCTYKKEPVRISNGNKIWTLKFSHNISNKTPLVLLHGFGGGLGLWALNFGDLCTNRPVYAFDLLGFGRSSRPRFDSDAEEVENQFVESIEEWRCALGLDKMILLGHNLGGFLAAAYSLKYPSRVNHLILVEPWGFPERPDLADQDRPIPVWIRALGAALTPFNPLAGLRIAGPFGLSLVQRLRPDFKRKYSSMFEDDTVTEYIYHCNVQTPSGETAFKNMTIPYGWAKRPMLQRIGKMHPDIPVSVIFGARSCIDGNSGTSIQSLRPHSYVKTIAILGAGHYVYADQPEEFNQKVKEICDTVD
Active calls of the source: *.

CCc1ccc(NC(=O)C(CC)c2ccccc2)cc1 (configuration not stated) was read as NOD2-RIPK2 inh 5.6, Vif inh 3.7, Exocytosis inh 0.1, N-glyco inh -1.6, TLR9-MyD88 block -8.9, MC4R antagonist 7.4, aDG glyco act 0.0, MC4R ag barr -1.1, ABCB6 inh 2 96.0 and ABHD5-PLIN5 inh -6.8.
Screening NC(=O)c1ccc2c(c1)S(=O)(=O)c1ccccc1C2=O returned NOD2-RIPK2 inh -4.1, Vif inh 4.7, Exocytosis inh -2.1, N-glyco inh 1.8, TLR9-MyD88 block -6.8, MC4R antagonist 7.8, aDG glyco act 0.1, MC4R ag barr 1.1, ABCB6 inh 2 94.0 and ABHD5-PLIN5 inh -8.1.
CCOC(=O)CC(NC(=O)c1ccco1)c1ccc(C)cc1 (configuration not stated) was read as NOD2-RIPK2 inh -6.2, Vif inh 2.4, Exocytosis inh 0.0, N-glyco inh 0.1, TLR9-MyD88 block 5.5, MC4R antagonist 5.9, aDG glyco act 0.8, MC4R ag barr -2.9, ABCB6 inh 2 96.0 and ABHD5-PLIN5 inh -1.0.
`Cc1cccc(-n2nnnc2SCC(=O)c2cc(C)n(CC3CCCO3)c2C)c1` (configuration not stated) gave NOD2-RIPK2 inh 11.9, Exocytosis inh -0.7, N-glyco inh 0.8, TLR9-MyD88 block -7.9, MC4R antagonist -2.8, aDG glyco act -0.4, MC4R ag barr -0.3, ABCB6 inh 2 280.0 and ABHD5-PLIN5 inh -0.9.
CCOC(=O)CSc1[nH]c2cc(OC)ccc2c1[N+](=O)[O-] was read as NOD2-RIPK2 inh 0.5, Vif inh 6.5, Exocytosis inh -3.3, N-glyco inh 8.5, TLR9-MyD88 block 0.2, MC4R antagonist 16.0, aDG glyco act 0.0, MC4R ag barr -4.0, ABCB6 inh 2 99.0 and ABHD5-PLIN5 inh 6.0.
For CCC(C)(C)NC(=O)C(c1ccncc1)N(C(=O)c1sc(C)nc1C)c1ccc(C)cc1 (configuration not stated) the results were NOD2-RIPK2 inh -0.8, Vif inh -1.2, Exocytosis inh -6.3, N-glyco inh 4.5, TLR9-MyD88 block 3.7, MC4R antagonist -4.9, aDG glyco act 0.3, MC4R ag barr -3.6, ABCB6 inh 2 101.0 and ABHD5-PLIN5 inh -7.3.
`O=C(Cn1c(C(F)(F)F)nc2ccccc21)c1ccccc1` gave NOD2-RIPK2 inh -4.5, Vif inh -0.7, Exocytosis inh 1.9, N-glyco inh -4.2, TLR9-MyD88 block 7.4, MC4R antagonist 13.3, aDG glyco act 0.1, MC4R ag barr 1.4, ABCB6 inh 2 98.0 and ABHD5-PLIN5 inh -4.2.
For O=C(CNS(=O)(=O)c1ccc(Br)cc1)N1CCN(Cc2ccccc2)CC1 the results were NOD2-RIPK2 inh 3.7, Vif inh -3.1, Exocytosis inh -4.5, N-glyco inh 0.5, TLR9-MyD88 block 0.9, MC4R antagonist 10.0, aDG glyco act -0.1, MC4R ag barr -2.3, ABCB6 inh 2 98.0 and ABHD5-PLIN5 inh -2.1.
Cc1n(Cc2ccccc2)c2cc([N+](=O)[O-])ccc2[n+]1Cc1ccccc1 was read as NOD2-RIPK2 inh 3.4, Vif inh 20.1, Exocytosis inh 5.7, N-glyco inh 3.2, TLR9-MyD88 block 7.8, MC4R antagonist -1.3, aDG glyco act 0.1, MC4R ag barr 0.8, ABCB6 inh 2 96.0 and ABHD5-PLIN5 inh -2.6.
For N#CC1=C(N)OC2=C(C(=O)CCC2)C12CCC1(CC2)OCCO1 the results were NOD2-RIPK2 inh -8.5, Vif inh 2.0, Exocytosis inh 0.4, N-glyco inh 0.7, TLR9-MyD88 block -0.8, MC4R antagonist 4.5, aDG glyco act 3.1, MC4R ag barr -1.7, ABCB6 inh 2 98.0 and ABHD5-PLIN5 inh 8.9.
Screening O=C(Nc1ccc(CN2CCS(=O)(=O)CC2)cc1)c1ccc(Cl)cc1 returned NOD2-RIPK2 inh 6.8, Vif inh -14.7, Exocytosis inh 20.2, N-glyco inh -2.5, TLR9-MyD88 block -10.8, MC4R antagonist 4.6, aDG glyco act 0.3, MC4R ag barr -0.7, ABCB6 inh 2 99.0 and ABHD5-PLIN5 inh 1.5.
For O=C(Nc1ccc(N2CCN(C(=O)c3ccccc3)CC2)c(Cl)c1)c1ncn[nH]1 the results were NOD2-RIPK2 inh -17.9, Vif inh -1.7, Exocytosis inh -3.5, N-glyco inh -3.7, TLR9-MyD88 block -4.7, MC4R antagonist 7.0, aDG glyco act 0.0, MC4R ag barr 0.1, ABCB6 inh 2 96.0 and ABHD5-PLIN5 inh 0.9.
Screening COc1ccc(/C=C(/NC(=O)c2ccc(C)cc2)C(=O)NCC2CCCO2)cc1 (configuration not stated) returned NOD2-RIPK2 inh -0.2, Vif inh 14.3, Exocytosis inh 1.0, N-glyco inh 1.2, TLR9-MyD88 block 12.0, MC4R antagonist -1.1, aDG glyco act -0.4, MC4R ag barr -1.6, ABCB6 inh 2 89.0 and ABHD5-PLIN5 inh 3.2.
Screening Cc1cccc(NC(=S)NC(=O)c2cc(-c3ccccc3)nc3ccccc23)c1 returned NOD2-RIPK2 inh -12.1, Exocytosis inh -4.1, N-glyco inh -6.4, TLR9-MyD88 block -4.4, MC4R antagonist -1.6, aDG glyco act -0.1, MC4R ag barr -4.4, ABCB6 inh 2 99.0 and ABHD5-PLIN5 inh 0.0.
`NNC(=O)C=C1CCN(c2ncc(C(F)(F)F)cc2Cl)CC1` gave NOD2-RIPK2 inh -5.1, Vif inh 5.8, Exocytosis inh -0.3, N-glyco inh -1.5, TLR9-MyD88 block -12.1, MC4R antagonist 6.2, aDG glyco act -0.2, MC4R ag barr 3.3, ABCB6 inh 2 98.0 and ABHD5-PLIN5 inh -11.9.
For N#Cc1c(Nc2ccccc2)s[nH]c1=O the results were NOD2-RIPK2 inh 0.6, Vif inh -11.7, Exocytosis inh 53.5, N-glyco inh -2.6, TLR9-MyD88 block 1.9, MC4R antagonist 9.3, aDG glyco act 0.1, MC4R ag barr -2.4, ABCB6 inh 2 96.0 and ABHD5-PLIN5 inh 13.8.
For Clc1ccc(CSc2nnc(CN3CCOCC3)n2-c2ccccc2)cc1Cl the results were NOD2-RIPK2 inh -5.2, Vif inh 11.2, Exocytosis inh -2.7, N-glyco inh -9.2, TLR9-MyD88 block 5.1, MC4R antagonist 3.4, aDG glyco act 0.2, MC4R ag barr -0.7, ABCB6 inh 2 92.0 and ABHD5-PLIN5 inh 6.3.
`CS(=O)(=O)c1ccc(Cl)c(NC(=O)CCc2ccccc2)c1` gave NOD2-RIPK2 inh 12.8, Vif inh 7.2, Exocytosis inh 2.3, N-glyco inh -1.9, TLR9-MyD88 block 1.6, MC4R antagonist 6.2, aDG glyco act -0.2, MC4R ag barr -1.2, ABCB6 inh 2 90.0 and ABHD5-PLIN5 inh -6.7.
COc1ccccc1NC(=O)C12CC3CC(C1)CC(c1ccc(C)cc1)(C3)C2 was read as NOD2-RIPK2 inh -5.5, Vif inh -2.8, Exocytosis inh 1.8, N-glyco inh -0.3, TLR9-MyD88 block -4.6, MC4R antagonist -0.4, aDG glyco act 0.1, MC4R ag barr -0.7, ABCB6 inh 2 87.0 and ABHD5-PLIN5 inh -1.9.
CCN(C(=O)CN1C(=O)c2ccc([N+](=O)[O-])cc2C1=O)C1CCS(=O)(=O)C1 (configuration not stated) was read as NOD2-RIPK2 inh 1.5, Vif inh -5.2, Exocytosis inh 3.1, N-glyco inh 1.3, TLR9-MyD88 block -0.8, MC4R antagonist 3.5, aDG glyco act 0.1, MC4R ag barr -2.7, ABCB6 inh 2 94.0 and ABHD5-PLIN5 inh 1.3.
`Cc1cc(OCC(=O)NC2CC(C)(C)NC(C)(C)C2)c2c(C)c(C)c(=O)oc2c1` gave NOD2-RIPK2 inh -4.4, Vif inh 4.7, Exocytosis inh 4.7, N-glyco inh 8.7, TLR9-MyD88 block -13.7, MC4R antagonist -2.6, aDG glyco act -0.1, MC4R ag barr 0.8, ABCB6 inh 2 103.0 and ABHD5-PLIN5 inh 9.2.
For Cc1cc(C)n(C(=O)N(c2ccccc2)c2ccccc2)n1 the results were NOD2-RIPK2 inh 5.0, Vif inh 0.4, Exocytosis inh -6.7, N-glyco inh -3.2, TLR9-MyD88 block -2.4, MC4R antagonist 7.3, aDG glyco act 0.0, MC4R ag barr 0.4, ABCB6 inh 2 98.0 and ABHD5-PLIN5 inh 5.1.
For CCN1C(=O)[C@H]2[C@H]3CN=C(SCc4ccc(Cl)cc4)N3[C@@](Cc3ccccc3)(C(=O)OC)[C@H]2C1=O the results were NOD2-RIPK2 inh -4.9, Vif inh -16.3, Exocytosis inh -0.9, N-glyco inh -3.1, TLR9-MyD88 block -16.3, MC4R antagonist 7.3, aDG glyco act 4.9, MC4R ag barr -0.6, ABCB6 inh 2 100.0 and ABHD5-PLIN5 inh 1.2.
Screening CC(=O)Nc1cccc(-n2nnc(SCC(=O)c3ccccc3)n2)c1 returned NOD2-RIPK2 inh -6.5, Vif inh -4.0, Exocytosis inh 1.9, N-glyco inh -0.6, TLR9-MyD88 block -16.1, MC4R antagonist 1.6, aDG glyco act 0.7, MC4R ag barr -0.1, ABCB6 inh 2 96.0 and ABHD5-PLIN5 inh -2.9.
Screening CC(C)OC(=O)c1ccc(NCc2cc(O)ccc2O)cc1 returned NOD2-RIPK2 inh 2.2, Vif inh 10.6, Exocytosis inh 6.8, N-glyco inh -6.7, TLR9-MyD88 block -10.1, MC4R antagonist -3.4, aDG glyco act -0.4, MC4R ag barr -3.3, ABCB6 inh 2 100.0 and ABHD5-PLIN5 inh 3.6.
CC(=O)NC(c1ccccc1)c1nc(-c2cccc(C(C)C)c2)cs1 (configuration not stated) was read as NOD2-RIPK2 inh 4.1, Vif inh 17.1, Exocytosis inh -1.9, N-glyco inh -2.5, MC4R antagonist -2.4, aDG glyco act -0.1, MC4R ag barr -1.7, ABCB6 inh 2 93.0 and ABHD5-PLIN5 inh -14.3.
For CCCc1cc(=O)oc2c3c(cc(OCC(=O)N4CCC(C(=O)O)CC4)c12)OC(C)(C)CC3 the results were NOD2-RIPK2 inh -13.1, Vif inh -0.5, Exocytosis inh -3.2, N-glyco inh 3.4, MC4R antagonist 10.8, aDG glyco act -0.4, MC4R ag barr -0.5, ABCB6 inh 2 98.0 and ABHD5-PLIN5 inh -4.4.
Screening CCOC(=O)/C=C1\SC(C)C(=O)N1CC(=O)N(CCC#N)c1ccccc1 (configuration not stated) returned NOD2-RIPK2 inh 6.0, Vif inh -0.2, Exocytosis inh -1.3, N-glyco inh 2.2, TLR9-MyD88 block 3.9, MC4R antagonist 3.4, aDG glyco act 0.9, MC4R ag barr 1.4, ABCB6 inh 2 97.0 and ABHD5-PLIN5 inh 1.8.
`CCn1c(=N)n(CCO)c2ccccc21` gave NOD2-RIPK2 inh -7.3, Exocytosis inh 16.4, N-glyco inh 0.3, TLR9-MyD88 block 0.8, MC4R antagonist -0.9, aDG glyco act -0.5, MC4R ag barr -1.7, ABCB6 inh 2 202.0 and ABHD5-PLIN5 inh -2.8.
Screening C[C@H](CO)N1C[C@H](C)[C@@H](CN(C)Cc2ccccn2)Oc2ncc(Br)cc2C1=O returned NOD2-RIPK2 inh 8.9, Exocytosis inh -0.6, N-glyco inh 3.6, TLR9-MyD88 block -7.6, MC4R antagonist 9.3, aDG glyco act 0.0, MC4R ag barr 1.2, ABCB6 inh 2 101.0 and ABHD5-PLIN5 inh -9.0.

Not all compounds are listed; the hit share may differ from the screen's.
